High-throughput results (PubChem)
Rac1 act GTP bind: alters GTP binding to activated mutant human Rac1; P63000; GST-Rac1 activated beads, fluorescent GTP binding, flow cytometry; actives lie on both sides; 100% means binding = to untreated wells; percent activity (GTP binding), % at 10 µM; hit rate 0.11% among 190,000; AID 764;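 active = GTP binding at least 20 percentage points away from the 100% baseline, in either direction, so actives lie on both sides; inconclusive = Compound likely fluorescent itself, or too few beads counted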
Bim-Bcl-B: disrupts Bim peptide binding to human Bcl-B; bead-based flow cytometry; inhibition, % at 10 µM; hit rate 0.073% among 190,000; AID 951;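 note: 0% = tracer peptide without compound and 100% = reference inhibitor peptide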
Target sequence (Q9HD36 whole entry, looked up): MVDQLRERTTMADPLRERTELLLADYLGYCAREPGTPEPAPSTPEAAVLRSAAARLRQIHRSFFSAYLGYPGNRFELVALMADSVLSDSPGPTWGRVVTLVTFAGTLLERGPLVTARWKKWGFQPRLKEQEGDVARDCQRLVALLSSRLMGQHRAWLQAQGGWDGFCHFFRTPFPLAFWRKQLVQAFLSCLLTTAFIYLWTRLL
HRas wt GTP: human HRas wildtype GTP binding, change in either direction; P01112; GST-Ras wt beads, Bodipy-FL-GTP binding, flow cytometry; actives lie on both sides; GTP binding activity, % at 10 µM; hit rate 0.14% among 190,000;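 active = GTP binding activity at least 20% away from the 100% baseline, either lowered as inhibitor or raised as activator; inconclusive = flagged as likely green fluorescent, judged across all proteins in the well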;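 note: 0% = unlabeled GTP competition control and 100% = no-compound control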
Target sequence (P01112 whole entry, looked up): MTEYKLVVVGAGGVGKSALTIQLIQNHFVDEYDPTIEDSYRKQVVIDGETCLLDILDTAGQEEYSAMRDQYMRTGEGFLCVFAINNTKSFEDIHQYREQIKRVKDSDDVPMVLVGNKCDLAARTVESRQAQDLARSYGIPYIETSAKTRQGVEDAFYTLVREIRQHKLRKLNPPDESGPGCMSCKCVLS
Rac1 wt GTP bind: human Rac1 wildtype GTP binding, inhibitors and activators; P63000; GST-Rac1 beads, fluorescent GTP binding, flow cytometry; actives lie on both sides; 0 = cold GTP competed, 100 = untreated; GTP binding activity (% of control), % at 10 µM; hit rate 0.27% among 190,000; AID 757;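 active = GTP binding activity at least 20 points away from the 100% control level, either lower or higher; inconclusive = compound flagged as likely green fluorescent, judged across all proteins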
Cdc42 wt: modulators (inhibitors or activators) of GTP binding to human Cdc42 wildtype. GST-Cdc42 beads, Bodipy-GTP binding, flow cytometry; actives lie on both sides. percent activity (GTP binding), % at 10 µM. hit rate 0.2% among 190,000. AID 761;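 active = percent activity GTP binding at least 20 points away from the 100% baseline, either down as inhibitor or up as activator; inconclusive = compound flagged as likely green fluorescent from well-wide comparison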;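 note: median bead fluorescence of bound Bodipy-FL-GTP at 100 nM; 0% = excess unlabeled GTP control and 100% = no compound control; below 100% means less GTP binding so inhibitor and above means activator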
Target sequence (P60953 whole entry, looked up): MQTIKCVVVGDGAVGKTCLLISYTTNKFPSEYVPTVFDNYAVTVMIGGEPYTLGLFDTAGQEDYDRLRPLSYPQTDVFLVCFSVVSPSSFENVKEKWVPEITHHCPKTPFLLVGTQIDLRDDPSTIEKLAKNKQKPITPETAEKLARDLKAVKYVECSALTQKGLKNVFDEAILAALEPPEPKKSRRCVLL
Bfl-1 Bim block: disrupts Bim binding to human Bfl-1 | inhibition, % at 10 µM | hit rate 0.12% among 190,000 | AID 1008 | Bead-based flow cytometry, Bim-Bfl-1 binding inhibition | Q16548;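 note: 0% = wells without compound plus tracer and 100% = blocker peptide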
Bcl-2 Bim block: human Bim-Bcl-2 interaction inhibition; P10415; Bead-based flow cytometry, Bim peptide-Bcl-2 binding; inhibition, % at 10 µM; hit rate 0.06% among 190,000; AID 950; in the data active = inhibition above about 40%; inconclusive = no clear call, values can overlap the other calls;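 note: 0% = no compound wells with probe peptide and 100% = reference peptide inhibitor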
Target sequence (P10415 whole entry, looked up): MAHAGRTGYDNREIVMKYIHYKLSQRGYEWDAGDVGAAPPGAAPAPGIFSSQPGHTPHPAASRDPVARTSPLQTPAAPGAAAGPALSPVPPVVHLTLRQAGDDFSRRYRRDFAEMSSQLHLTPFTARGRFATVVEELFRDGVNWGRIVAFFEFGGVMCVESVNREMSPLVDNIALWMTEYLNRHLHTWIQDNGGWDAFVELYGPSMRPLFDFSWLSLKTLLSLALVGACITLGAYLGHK
Rab7 wt modul: dog Rab7 wildtype GTP binding, inhibitors and activators. hit rate 0.055% among 190,000. GST-Rab7 beads, fluorescent GTP binding, flow cytometry; actives lie on both sides; untreated = 100%, excess cold GTP = 0%. GTP binding activity (percent of control), % at 10 µM. AID 758;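 active = fluorescent GTP binding to Rab7 beads changed by at least 20 points from the 100% baseline, either direction, mostly lower; inconclusive = compound itself probably fluorescent, or too few beads counted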;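 note: median green fluorescence of bound Bodipy-FL-GTP per Rab7 bead population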
Bim-Bcl-W: inhibitors of Bim-Bcl-W interaction, human; AID 952; bead-based flow cytometry, Bim peptide-Bcl-W binding; Q92843; inhibition, % at 10 µM; hit rate 0.02% among 190,000;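 note: 0% = bound tracer without compound and 100% = peptide blocker; higher means less fluorescent Bim peptide bound to Bcl-W beads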
Bim-Bcl-XL: inhibitors of Bim-Bcl-XL interaction, human | AID 1007 | Q07817 | Bim peptide-Bcl-XL binding, bead flow cytometry, fluorescence | hit rate 0.04% among 190,000 | inhibition, % at 10 µM
Rab2A wt mod: changes GTP binding to wildtype dog Rab2A, up or down. GST-Rab2 wt beads, Bodipy-GTP binding, flow cytometry. GTP binding activity, % at 10 µM. hit rate 0.19% among 190,000. P61105;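 active = GTP binding activity at least 20 points away from 100%, either lowered or raised; inconclusive = signal likely due to the compound's own green fluorescence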;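 note: 0% = beads with excess unlabeled GTP and 100% = no-compound control corrected for plate trend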
Active calls of the source: *; ? = inconclusive. Cut-off read from the data, not from the text of the source, unless noted: active = inhibition above about 40%.

SMILES | Rac1 act GTP bind | Bim-Bcl-B | HRas wt GTP | Rac1 wt GTP bind | Cdc42 wt | Bfl-1 Bim block | Bcl-2 Bim block | Rab7 wt modul | Bim-Bcl-W | Bim-Bcl-XL | Rab2A wt mod
Cn1c(SCC(=O)Nc2ccc(N3CCOCC3)cc2)nnc1-c1ccccc1 | 91 | -10 | 93 | 88 | 93 | -19 | -14 | 93 | -3 | -24 | 92
CC(=O)Nc1ccc(C(=O)OCC(=O)c2cccc([N+](=O)[O-])c2)cc1 | 98 | -11 | 96 | 100 | 101 | -7 | -8 | 96 | -5 | -5 | 98
Cc1ccc2cc(CCNS(=O)(=O)c3ccc(F)cc3)c(=O)[nH]c2c1 | 96 | -7 | 97 | 98 | 98 | -15 | -9 | 100 | 1 | -2 | 99
C=CCn1c(COc2ccc(Cl)cc2)nnc1SCC(=O)c1c(N)n(C)c(=O)n(C)c1=O | 98 | -16 | 100 | 102 | 100 | -7 | 0 | 102 | -8 | -6 | 101
O=C(COC(=O)c1ccccn1)Nc1cc(Cl)ccc1Cl | 98 | -2 | 95 | 105 | 100 | 2 | 6 | 97 | 0 | 0 | 99
CC(=O)N1C(=O)N(C)C2C1N(C(C)=O)C(=O)N2C (stereo not given) | 99 | -6 | 102 | 103 | 104 | -17 | -13 | 100 | 0 | -2 | 104
COC(=O)CN1C(=S)N(c2ccccc2)C(=O)C1CC(=O)Nc1ccc(Cl)cc1 (stereo not given) | 100 | -8 | 101 | 105 | 104 | -1 | -3 | 103 | -1 | -5 | 100
CN(C)/C=C/C(=O)c1nnn(C2CCCCC2)c1NC1CCCCC1 | 94 | -13 | 94 | 92 | 96 | -14 | -6 | 94 | -3 | -3 | 95
CCCCCCSC1=C(C#N)C(c2ccc(C)o2)CC(=O)N1 (stereo not given) | 95 | -1 | 96 | 96 | 96 | 0 | 1 | 93 | 3 | -13 | 93
N=c1n(CCN2CCCC2)c2ccccc2n1CC(O)c1ccc(Cl)c(Cl)c1 (stereo not given) | 99 | -6 | 96 | 97 | 99 | -7 | -3 | 95 | -1 | -5 | 99
CCN(CC)S(=O)(=O)c1cccc(C(=O)Nc2nncs2)c1 | 97 | -7 | 98 | 99 | 99 | -9 | -9 | 97 | -2 | -6 | 95
COc1ccccc1NC1=C(NC(C)=O)C(=O)c2ccccc2C1=O | 97 | 0 | 96 | 99 | 98 | 42* | 9 | 98 | 18 | 5 | 95

9 of the compounds above, with values under each structure.
Order of results: Rac1 act GTP bind | Bim-Bcl-B | HRas wt GTP | Rac1 wt GTP bind | Cdc42 wt | Bfl-1 Bim block | Bcl-2 Bim block | Rab7 wt modul | Bim-Bcl-W | Bim-Bcl-XL | Rab2A wt mod
C=CCn1c(COc2ccc(Cl)cc2)nnc1SCC(=O)c1c(N)n(C)c(=O)n(C)c1=O
    98 | -16 | 100 | 102 | 100 | -7 | 0 | 102 | -8 | -6 | 101
O=C(COC(=O)c1ccccn1)Nc1cc(Cl)ccc1Cl
    98 | -2 | 95 | 105 | 100 | 2 | 6 | 97 | 0 | 0 | 99
CC(=O)N1C(=O)N(C)C2C1N(C(C)=O)C(=O)N2C (stereo not given)
    99 | -6 | 102 | 103 | 104 | -17 | -13 | 100 | 0 | -2 | 104
COC(=O)CN1C(=S)N(c2ccccc2)C(=O)C1CC(=O)Nc1ccc(Cl)cc1 (stereo not given)
    100 | -8 | 101 | 105 | 104 | -1 | -3 | 103 | -1 | -5 | 100
CN(C)/C=C/C(=O)c1nnn(C2CCCCC2)c1NC1CCCCC1
    94 | -13 | 94 | 92 | 96 | -14 | -6 | 94 | -3 | -3 | 95
CCCCCCSC1=C(C#N)C(c2ccc(C)o2)CC(=O)N1 (stereo not given)
    95 | -1 | 96 | 96 | 96 | 0 | 1 | 93 | 3 | -13 | 93
N=c1n(CCN2CCCC2)c2ccccc2n1CC(O)c1ccc(Cl)c(Cl)c1 (stereo not given)
    99 | -6 | 96 | 97 | 99 | -7 | -3 | 95 | -1 | -5 | 99
CCN(CC)S(=O)(=O)c1cccc(C(=O)Nc2nncs2)c1
    97 | -7 | 98 | 99 | 99 | -9 | -9 | 97 | -2 | -6 | 95
COc1ccccc1NC1=C(NC(C)=O)C(=O)c2ccccc2C1=O
    97 | 0 | 96 | 99 | 98 | 42* | 9 | 98 | 18 | 5 | 95

Continuation.
SMILES | Rac1 act GTP bind | Bim-Bcl-B | HRas wt GTP | Rac1 wt GTP bind | Cdc42 wt | Bfl-1 Bim block | Bcl-2 Bim block | Rab7 wt modul | Bim-Bcl-W | Bim-Bcl-XL | Rab2A wt mod
CCOc1ccc(Oc2cc(N)cc([N+](=O)[O-])c2)cc1 | 91 | -2 | 94 | 93 | 94 | 2 | -1 | 98 | -5 | -2 | 96
O=C(Cc1c[nH]c2ccccc12)N/N=C/c1cccc(F)c1 | 94 | -10 | 96 | 100 | 100 | -5 | -10 | 98 | -5 | -8 | 95
CCOCCCNC(=O)c1ccc(CS(=O)(=O)Cc2ccc(C)cc2)o1 | 96 | -9 | 96 | 100 | 98 | -17 | -14 | 99 | -2 | -6 | 97
O=C(COc1ccc(-c2nnco2)cc1)NC1CCCc2ccccc21 (stereo not given) | 97 | 0 | 103 | 104 | 103 | 1 | 2 | 102 | -2 | 2 | 102
NC(=O)c1ccc(N2CCN(S(=O)(=O)c3ccccc3)CC2)c([N+](=O)[O-])c1 | 90 | -3 | 98 | 97 | 98 | -5 | -3 | 101 | 0 | -2 | 96
COc1ccc(CNC(=O)c2sc(=S)n(-c3ccc(OC)cc3)c2N)cc1 | 100 | -30 | 102 | 103 | 105 | 0 | -12 | 103 | -3 | -6 | 101
Nc1c(C(=O)NCc2ccccc2)c2nc3ccccc3nc2n1CCCN1CCOCC1 | 96 | -15 | 94 | 93 | 95 | 3 | 9 | 96 | 2 | 7 | 92
Brc1ccc(Nc2nc(-c3cccnc3)cs2)cc1 | ? | -3 | ? | ? | ? | -6 | -8 | ? | -4 | 0 | ?
O=C(COc1ccccc1Cl)Nc1ccc(CN2CCCCC2)cc1 | 93 | -1 | 93 | 99 | 90 | -5 | -5 | 98 | -1 | -1 | 94
O=C(NC1CC2CCC(C1)N2C(=O)NC1CCCCC1)NC12CC3CC(CC(C3)C1)C2 (stereo not given) | 100 | -3 | 100 | 106 | 101 | 4 | -3 | 96 | -6 | -4 | 101
Cc1cc(C)nc(SCCS(=O)(=O)Cc2ccccc2)n1 | 99 | -4 | 102 | 98 | 102 | -1 | -4 | 99 | -2 | -5 | 104
CCCCCCCC#Cc1ccccc1/C=N/S(=O)c1ccc(C)cc1 (stereo not given) | 95 | -19 | 102 | 104 | 101 | 8 | 2 | 102 | -7 | -6 | 100
O=C(NCc1cccs1)C1CCN(C(=O)NCc2ccccc2)CC1 | 101 | -7 | 102 | 105 | 102 | -1 | 0 | 102 | -3 | -5 | 101
CC1CC(C)(C)NC(=S)N1CCCC(=O)Nc1ccc2c(c1)OCCO2 (stereo not given) | 97 | -10 | 97 | 99 | 102 | -8 | -6 | 96 | -2 | -2 | 100
CCc1nnc(NC(=O)c2ccc(OC)cc2OC)s1 | 100 | 3 | 98 | 100 | 98 | 0 | 1 | 96 | 5 | 3 | 100
CCOC(=O)Cn1nc(C)n(-c2ccccc2)c1=O | 98 | -5 | 99 | 102 | 100 | -9 | 0 | 98 | 6 | 3 | 97
CC(C)(C)C(=O)Oc1cc(N)n(S(=O)(=O)c2ccc(F)cc2)n1 | 99 | -6 | 98 | 104 | 99 | -14 | -5 | 99 | -5 | -2 | 100
O=C(Nc1ccc([N+](=O)[O-])cc1)c1cn(-c2ccccc2)nc1-c1cc2ccccc2o1 | 99 | -6 | 99 | 107 | 104 | 3 | 5 | 101 | -2 | -5 | 99
CCOc1ccc(C(=O)NCCN(C)C)cc1 | 99 | 0 | 102 | 102 | 104 | -2 | 0 | 98 | -4 | -2 | 101
O=C(NCCc1ccccc1)C(=O)NN=C1CCCC1 | 100 | -1 | 101 | 104 | 103 | 0 | -2 | 98 | 0 | -2 | 101
O=C(NCCO)c1cc2ccccc2c(=O)s1 | 97 | -1 | 103 | 104 | 104 | -1 | 2 | 105 | 1 | 0 | 101
Cc1ccc(/C=N/NS(=O)(=O)c2ccc([N+](=O)[O-])cc2)o1 | 99 | -1 | 100 | 102 | 103 | 5 | 0 | 98 | 0 | -4 | 99
O=C(CN1CCN(C(=O)c2ccccc2)CC1)Nc1ncc(Br)cc1Br | 93 | 0 | 91 | 85 | 90 | -4 | -2 | 94 | 0 | -7 | 93
CCOc1cc(N2CCOCC2)c(OCC)cc1NC(=O)c1ccc(S(C)(=O)=O)cc1 | 96 | -2 | 100 | 97 | 98 | -3 | 1 | 97 | -2 | -3 | 98
CCc1ccc(NC(=O)CSCCO)cc1 | 104 | -4 | 107 | 106 | 103 | -2 | -1 | 105 | -2 | -5 | 104
CCc1nnc(NC(=O)CN2C(=O)/C(=C/c3cc(OC)c(OC)c(OC)c3)SC2=S)s1 | 96 | -17 | 99 | 99 | 99 | -3 | -10 | 97 | 0 | -8 | 94
CN(C)c1ccc(C(C(=O)NC(C)(C)C)N(C(=O)c2csnn2)C2CC2)cc1 (stereo not given) | 96 | 0 | 99 | 96 | 97 | 0 | 0 | 96 | 1 | 0 | 96
O=C(CSc1nc2ccccc2c(=O)n1-c1ccccc1)N1CCC1 | 93 | -4 | 94 | 94 | 95 | -3 | 0 | 95 | -4 | -1 | 94
CC(C)OC(=O)CN1C(=O)c2ccccc2C1=O | 100 | 0 | 103 | 102 | 101 | 0 | -4 | 105 | 0 | 0 | 101
CCOC(=O)N1CCN(CC(O)COc2cc(C)ccc2C(C)C)CC1 (stereo not given) | 103 | -2 | 105 | 105 | 105 | -1 | 1 | 104 | -2 | -3 | 104
CCc1ccc(C(=O)NC(C(=O)O)C(C)C)cc1 (stereo not given) | 96 | -3 | 98 | 96 | 97 | 0 | 0 | 95 | 2 | 0 | 97
COc1ccc(C2CC(c3ccccc3)=NN2C(=O)CSc2nccc(=O)[nH]2)cc1 (stereo not given) | 96 | -7 | 96 | 98 | 95 | 0 | -3 | 100 | -1 | -7 | 94
